GPR151 ag: activates the human receptor GPR151; activation, % at 11.2 µM; AID 1508602; PathHunter beta-arrestin GPR151 cells, luminescence; hit rate 1% among 650,000; Q8TDV0; in the data active = activation above about 4.9%;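 also: 0% = median of compound wells and 100% = cells with positive control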
Target sequence (Q8TDV0 whole entry, looked up): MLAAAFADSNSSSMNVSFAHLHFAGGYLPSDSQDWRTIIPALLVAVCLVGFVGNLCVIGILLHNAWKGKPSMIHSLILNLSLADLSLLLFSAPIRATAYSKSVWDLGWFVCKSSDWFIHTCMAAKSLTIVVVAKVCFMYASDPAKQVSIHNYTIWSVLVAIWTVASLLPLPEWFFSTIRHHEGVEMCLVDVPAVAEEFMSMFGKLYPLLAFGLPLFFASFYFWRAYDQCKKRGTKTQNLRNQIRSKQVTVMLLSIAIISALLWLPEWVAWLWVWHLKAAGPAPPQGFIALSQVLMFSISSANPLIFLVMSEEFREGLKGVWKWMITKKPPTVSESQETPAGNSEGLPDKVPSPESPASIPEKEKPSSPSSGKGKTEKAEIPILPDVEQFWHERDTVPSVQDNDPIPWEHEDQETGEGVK
FBW7 activator: activators of human E3 ligase FBW7. normalized activity (activation), % at 26.1 µM. Q969H0. hit rate 0.13% among 650,000. AlphaScreen FBW7–phospho-cyclin E peptide binding, activator screen; in the data active = normalized activity above about 1.9%;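 also: purified mutant Fbw7 with reduced substrate affinity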
TEAD-YAP inh: TEAD-YAP interaction inhibition; inhibition, % at 9.12 µM; hit rate 1.4% among 640,000; HEK-TIYL cells, TEAD-Gal4/YAP UAS-luciferase luminescence; in the data active = inhibition above about 32%;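 also: 0% = median of test compound wells and 100% = reference inhibitor wells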
MITF inh: inhibitors of human MITF. hit rate 0.91% among 650,000. inhibition, % at 2.6 µM. AlphaScreen MITF homodimerization, bead proximity signal; in the data active = inhibition above about 50%;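 also: 0% = vehicle wells with protein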
Target sequence (O75030 whole entry, looked up): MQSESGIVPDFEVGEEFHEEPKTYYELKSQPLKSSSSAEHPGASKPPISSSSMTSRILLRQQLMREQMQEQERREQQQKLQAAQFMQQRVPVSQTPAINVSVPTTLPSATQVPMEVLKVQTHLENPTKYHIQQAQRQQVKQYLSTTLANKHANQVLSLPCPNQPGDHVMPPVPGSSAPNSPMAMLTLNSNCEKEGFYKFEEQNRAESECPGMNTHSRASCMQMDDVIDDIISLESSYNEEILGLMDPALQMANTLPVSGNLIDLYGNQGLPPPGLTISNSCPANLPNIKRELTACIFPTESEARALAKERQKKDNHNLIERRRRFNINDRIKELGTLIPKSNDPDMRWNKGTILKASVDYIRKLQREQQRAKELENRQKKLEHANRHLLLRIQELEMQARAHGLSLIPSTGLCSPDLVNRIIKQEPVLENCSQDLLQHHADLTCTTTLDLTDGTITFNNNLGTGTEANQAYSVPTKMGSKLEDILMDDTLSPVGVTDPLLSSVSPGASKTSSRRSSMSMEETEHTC
An asterisk follows results filed as active; x = not tested or not shown.

Below each compound: MITF inh	TEAD-YAP inh	FBW7 activator	GPR151 ag
O=C(Cn1cnc2sc3c(c2c1=O)CCCC3)NCC(=O)NC1CCCCC1
  6	12	-0.1	-0.3
Cc1cc(C)c2c(c1)[nH]c1nnc(SCC(=O)NCc3ccccc3)nc12
  0	-1	-0.1	1.1
CCn1ccnc1N1CCN(C(=O)c2cc3cccc(OC)c3oc2=O)CC1
  2	6	0.1	0.4
COC(=O)C1=C(O)/C(=C\c2ccc(OC)c([N+](=O)[O-])c2)N=C1C
  -1	-2	-0.7	3.6
Cc1ccc2occ(CN3CCOc4ccc(C(C)(O)CN(C)C)cc4C3)c(=O)c2c1 (configuration not stated)
  -7	3	-0.1	0.4
c1cncc(CNc2c3c(nc4ccccc24)CCC3)c1
  16	10	0.8	-0.7
COc1ccccc1N1CCN(C(=O)NC2CC(=O)N(c3ccc(Cl)cc3)C2)CC1 (configuration not stated)
  1	-3	0.1	-0.1
O=C(NC1CCN(Cc2ccccc2)CC1)c1ccc2nc(-c3cccs3)sc2c1
  52*	-1	-0.1	1.4
Cc1cc(=O)[nH]c(/N=C(\N)Nc2ccc(Oc3ccccc3)cc2)n1
  -2	-12	0.7	-0.3
CCN(CC)c1ccc(NC(=O)C2CC3CCCN3C23C(=O)Nc2ccccc23)c(C)c1 (configuration not stated)
  -3	-2	0.2	5.4*
O=C(Nc1cccc(C(F)(F)F)c1)c1cc([N+](=O)[O-])ccc1NCCO
  14	-9	-0.1	0.9
Cc1cccc(-n2ncc3c(Nc4ccc(Br)cc4)ncnc32)c1
  -8	-7	-0.1	1.3
COc1ccc(CCN(C)C2CCCN(S(=O)(=O)C(C)C)C2)cc1OC (configuration not stated)
  -3	-1	-0.3	0.0
Cc1sc2ncn(CC(=O)NCCCC(=O)Nc3ccc4c(c3)OCO4)c(=O)c2c1C
  -3	6	-0.1	1.1
C=CCS(=O)(=O)c1nc2ccccc2s1
  -16	7	-0.1	-1.7
N#Cc1cc2ccc(N3CCOCC3)cc2cc1C#N
  2	3	0.0	0.3
Cc1nc(N)sc1C(=O)N/N=C\c1cccc(OCc2ccccc2)c1
  4	-37	-0.3	-0.9
COc1cc(NC(=O)c2cc(-c3ccccc3O)on2)c(OC)cc1Cl
  12	-5	0.2	-1.6
Nc1ncn(CC(=O)c2ccccc2)n1
  -2	-5	0.3	0.6
CCc1oc(C(=O)O)cc1CN1CCCCC1
  4	-3	0.1	0.2
CCOc1ccc(C2=NC(c3ccccc3Cl)NC(c3cccc(OCC)c3O)C2)cc1 (configuration not stated)
  4	-11	0.0	-0.4
COc1cccc(N(C)C(=S)Oc2ccc3c(c2)CCCC3)n1
  0	x	0.4	0.9
C#CC(C)(C)N1CCC(=O)C(C)C1 (configuration not stated)
  2	-5	-0.1	0.3
COc1ccc(/C=C/C(=O)Nc2noc3ccccc23)cc1OC
  3	-64	-0.2	0.8
Cc1cc(C)nc(SCC(=O)OCc2csc(-c3ccccc3)n2)n1
  6	3	0.5	-0.6
O=c1c[n+]([O-])c2ccccc2n1OCc1ccccc1
  10	-7	-0.1	1.0
CC(C)Sc1nnc(NC(=O)C2CC2)s1
  -8	-37	0.0	-0.4
CSc1ncccc1C(=O)Nc1cc(Cl)ccc1N1CCOCC1
  -8	-4	-0.2	-1.2
CCS(=O)(=O)N1CCN(Cc2ccc(OC)cc2OC)CC1
  42	7	0.0	-0.5
Cc1cc2cc(C(c3nnnn3C(C)(C)C)N3CCN(C)CC3)c(=O)[nH]c2cc1C (configuration not stated)
  8	1	-0.1	1.1
CCOC(=O)CNC(=S)N1CCN(c2ncc3c(=O)c(C(=O)O)cn(CC)c3n2)CC1
  14	2	0.0	-0.3
C/C(=N/NC(=O)Cc1cc(=O)[nH][nH]1)c1ccc([N+](=O)[O-])cc1
  5	-3	-0.1	0.4
N#Cc1ccccc1S(=O)(=O)N1CCN(Cn2c(CO)nc3ccccc32)CC1
  -2	2	0.8	-0.3
Cc1ccccc1CN1CCN(Cc2cccc3ccccc23)CC1
  79*	-6	-0.2	0.4
O=C(CSc1cc(N2CCN(c3ccccc3F)CC2)ncn1)c1ccccc1
  6	-15	0.1	0.6
CN1CCC/C1=C/C=C1\SC(=S)N(CC(=O)O)C1=O
  6	3	0.1	2.7
CCSc1sc(CC)cc1C1C(C(=O)Nc2cccc(C)n2)=C(C)NC2=C1C(=O)CC(C)(C)C2 (configuration not stated)
  4	12	0.1	1.8
COc1ccc(N2CCN(C3CCCN(Cc4nccn4C)C3)CC2)cc1 (configuration not stated)
  -16	0	-0.1	-1.1
CC1CCN(c2c(N)cccc2Cl)CC1
  3	0	0.1	0.1
CCCC(=O)NCCCc1nc2ccccc2[nH]1
  5	12	0.0	-0.4
CC(=O)OC1(C(C)=O)CCC2C3CCC4=CC(=O)CCC4(C)C3CCC21C (configuration not stated)
  8	0	-0.1	-0.5
NC(=O)c1cncc(-c2cccc3c2OC(CNC(=O)c2ccccc2-n2cccn2)C3)c1 (configuration not stated)
  -12	3	0.0	1.0
CN(C)S(=O)(=O)c1ccc(/C(O)=C2/C(=O)C(=O)N(CCN3CCOCC3)C2c2cccnc2)cc1 (configuration not stated)
  17	0	-0.1	3.1
COc1ccc(C(=O)NC(c2ccc(OC)c(OC)c2)c2cc(Cl)c3cccnc3c2O)cc1 (configuration not stated)
  18	10	0.7	-1.5
COc1ccc(CCNC(=O)c2csc(Nc3ccncn3)n2)cc1
  3	0	0.1	-1.8
CCCCOc1ccc(C(=O)Nc2nc(-c3ccc(C)cc3)cs2)cc1
  5	5	-0.1	0.4
CC(C)OCCCNc1ncnc(N)c1[N+](=O)[O-]
  7	40*	-0.1	7.7*
CCOc1cc(C2NC(=O)NC(C)=C2C(=O)OCc2ccccc2)ccc1O (configuration not stated)
  2	1	0.0	0.5
CC(C)CCC1(C2CCN(Cc3ccco3)CC2)NC(=O)N(CCN(C)C)C1=O (configuration not stated)
  -11	8	-0.1	-0.5
CCCOc1cccc(C(=O)Nc2ccc(NC(=O)c3cccc(C)c3)cc2)c1
  5	5	-0.1	-0.6
Cn1c(=O)c2c(nc(Cl)n2Cc2cccc(Cl)c2)n(C)c1=O
  -1	9	0.0	0.3
CCN(CC)c1nc(NCCCN2CCCC2=O)nc(N2CCOCC2)n1
  8	-2	0.0	-1.6
CC1=C(C(=O)OCC(C)C)C(c2ccc(Br)s2)NC(=O)N1 (configuration not stated)
  -13	-1	0.1	0.2
O=C(CCCn1c(SCC(=O)NCc2ccccc2)nc2ccccc2c1=O)NCc1ccccc1Cl
  -12	-14	0.0	-0.2
Cc1cc(OCC(=O)Nc2ccc(S(N)(=O)=O)cc2)cc(C)c1Cl
  -7	-2	-0.3	-0.4
O=C(Nc1ccc(Oc2ccccc2)cc1)c1ccc(F)c(S(=O)(=O)N2CCN(C3CCCCC3)CC2)c1
  -2	42*	-0.2	1.5
COCc1cc(CN2CCCC(C(=O)Nc3cccc(-n4cnnn4)c3)C2)ccc1OC (configuration not stated)
  6	-1	-0.1	-1.0
C=CCNC(=O)C(=O)NCc1cccs1
  2	2	-0.1	-0.3
COC(=O)c1ccc(NC(=O)CC2CCS(=O)(=O)C2)cc1 (configuration not stated)
  -14	7	0.0	-0.7
O=C(O)CC1NC2(C(=O)Nc3ccccc32)C2C(=O)N(Cc3ccccc3)C(=O)C12 (configuration not stated)
  4	-1	-0.1	0.7

A draw from above in order of molar mass, largest number first:
Below each compound: MITF inh	TEAD-YAP inh	FBW7 activator	GPR151 ag
O=C(O)CC1NC2(C(=O)Nc3ccccc32)C2C(=O)N(Cc3ccccc3)C(=O)C12 (configuration not stated)
  4	-1	-0.1	0.7
COc1ccc(N2CCN(C3CCCN(Cc4nccn4C)C3)CC2)cc1 (configuration not stated)
  -16	0	-0.1	-1.1
Cc1cc(OCC(=O)Nc2ccc(S(N)(=O)=O)cc2)cc(C)c1Cl
  -7	-2	-0.3	-0.4

Laid out differently: 4 of the compounds above
> CCCOc1cccc(C(=O)Nc2ccc(NC(=O)c3cccc(C)c3)cc2)c1
  MITF inh: 5	TEAD-YAP inh: 5	FBW7 activator: -0.1	GPR151 ag: -0.6

> Cn1c(=O)c2c(nc(Cl)n2Cc2cccc(Cl)c2)n(C)c1=O
  MITF inh: -1	TEAD-YAP inh: 9	FBW7 activator: 0.0	GPR151 ag: 0.3

> CCN(CC)c1nc(NCCCN2CCCC2=O)nc(N2CCOCC2)n1
  MITF inh: 8	TEAD-YAP inh: -2	FBW7 activator: 0.0	GPR151 ag: -1.6

> CC1=C(C(=O)OCC(C)C)C(c2ccc(Br)s2)NC(=O)N1 (configuration not stated)
  MITF inh: -13	TEAD-YAP inh: -1	FBW7 activator: 0.1	GPR151 ag: 0.2

The list continues:
Below each compound: MITF inh	TEAD-YAP inh	FBW7 activator	GPR151 ag
CC(C)C(c1nnnn1CC1CCCO1)N1CCN(Cc2ccccc2)CC1 (configuration not stated)
  6	-7	0.0	0.2
CC1CCCC(C)N1C(=O)c1ccco1 (configuration not stated)
  1	-1	0.0	0.0
C=CCn1c(=O)c2c(nc(-c3ccc(S(=O)(=O)O)cc3)n2C)n(C)c1=O
  -25	11	0.1	-0.1
COc1cc(/C=C2\N=C(SCC(=O)c3ccc(Cl)cc3)N(c3ccccc3)C2=O)ccc1O
  -6	-4	0.0	0.2
Cc1ccccc1N(CC(=O)NCCC(C)C)C(=O)CCC(=O)Nc1ccccn1
  9	-2	0.2	2.0
COc1ccc(C2(NC(C)=O)CCN(CC(N)=O)CC2)cc1
  15	-10	0.9	-1.5
CCC(C)Nc1nc(-c2ccc(Br)cc2)nc2ccccc12 (configuration not stated)
  0	-1	-0.1	-1.2
CC(Cc1ccc2c(c1)OCO2)CN1CCc2nnc(CNC(=O)C3CCOC3)n2CC1 (configuration not stated)
  12	-8	0.1	0.0
CC(C)C(C)(C)c1cc2c(=O)c(-c3ccccc3)coc2cc1OCc1ccccc1
  3	0	0.2	1.3
Cc1cc(/C=C2\C(=N)N3N=C(S(C)(=O)=O)SC3=NC2=O)c(C)n1-c1ccccc1F
  4	-2	-0.1	0.0
Cc1cccn2c(=O)c3cc(C(=O)N4CCc5ccccc5C4)n(C)c3nc12
  6	2	0.1	-0.4
O=C1COc2cc(S(=O)(=O)NCc3ccc4c(c3)OCO4)ccc2N1
  8	2	0.6	-0.2
CN1CCN(c2nc(N(c3ccccc3)c3ccccc3)nc(-n3ccnc3)n2)CC1
  -2	-1	-0.2	-0.9
Cc1cc([N+](=O)[O-])ccc1N1CCN(C(=O)C(C)(C)C)CC1
  -8	-8	-0.1	-0.7
O=C(C1CN(CCc2c[nH]c3ccccc23)CCN1C(=O)c1ccncc1)N1CCOCC1 (configuration not stated)
  7	12	0.4	-2.0
Cc1nc2ccccc2n1CN1CCN(c2ccccc2F)CC1
  11	-3	0.2	1.3
COc1ccc([N+](=O)[O-])cc1NC(=O)c1ccc(Br)o1
  -6	-2	0.2	-0.9
COC(=O)C1=C(N)OC2=C(C(=O)CCC2)C1c1cccc(F)c1 (configuration not stated)
  2	8	-0.2	0.8
CN(C)c1ccnc(Sc2c([N+](=O)[O-])ncn2C)c1C#N
  1	-2	-0.1	0.2
O=C1CCc2cc(S(=O)(=O)NCCC(=O)N3CCC(N4CCCCC4)CC3)ccc2N1
  -2	-3	0.1	-0.2
CCOc1ccc2nc(NC(=O)CN3CCC(n4cnc5cccnc54)CC3)sc2c1
  16	3	0.3	-1.2
CN1C(=O)C(=Cc2ccc(-c3ccccc3)cc2)C(=O)N(C)C1=S
  3	7	0.0	0.1
C=CCOC(=O)C1=C(C)OC(N)=C(C#N)C1c1cccc([N+](=O)[O-])c1 (configuration not stated)
  -15	12	0.9	0.6
COc1ccc(CNC(=O)Cc2cccc3ccccc23)cc1
  7	-20	0.0	1.7
Cc1ccc(C2NC(=O)CCC2[N+](=O)[O-])cc1 (configuration not stated)
  -6	-5	-0.1	0.3
Cc1nc(N2CCN(C)CC2)c2c(C)c(C(=O)Nc3cccc(C(F)(F)F)c3)sc2n1
  -1	-5	0.3	-0.5
CCOc1ccc(NC(=S)N2CCC(N(C)CCN3CCOCC3)CC2)cc1
  5	-1	0.3	-0.8
Cc1cccc(N2CCN(C(=O)CNC(=O)Cc3ccccc3)CC2)c1C
  -3	5	-0.1	-0.2

Screening data from PubChem BioAssay.

Random draw from the library; any-hit rate near 3.4%.
